TrxR1 substrate – rat thioredoxin reductase 1 substrate activity. AID 588456. Potency, µM (highest dose often 114 µM), for the others: top-dose activity change, negative = substrate turnover. 390,000 compounds, 0.01% hits. purified TrxR1 substrate turnover, NADPH consumption readout; also: potency is read from the fitted curve at half-maximal effect; % is scaled to controls: 0 for no effect and ±100 for the full control effect; nearly all actives have a fitted effect of over 50% in size
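Rat TrxR1, dispensed at 90 nM, was prereduced with 400 uM NADPH (final) for 5 min at ~22 deg C, then incubated with compound 15 min before 400 uM selenite. A first-read NADPH fluorescence drop versus no-compound background flagged substrates.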
TRHR enhancer – TRH receptor (human) allosteric enhancement; P34981; TRHR cells, fluo-8 calcium fluorescence, EC20 TRH enhancement; enhancement, % at 2 µM; 360,000 compounds, 0.66% hits; in the data active = enhancement above about 30%; also: 0% is about no effect
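Enhancer read-out: after compound pinning and an initial kinetic agonist-mode read, an EC20 of TRH (10 nM final) was injected and fluo-8 calcium signal (Ex 480/Em 530) followed at 1 s/cycle for 100 cycles in TRHR-expressing cells.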
IDH1 R132H inh – inhibitors of human mutant IDH1 R132H; O75874; IDH1-R132H enzyme, NADPH consumption, diaphorase/resazurin fluorescence; Potency, µM (top dose mostly 76.6 µM), inactives show at the highest dose activity change, negative = inhibition, actives largely listed as inhibitors; 390,000 compounds, 0.093% hits; also: potency is read from the fitted curve at half-maximal effect; % is scaled to controls: 0 for no effect and ±100 for the full control effect; nearly all actives have a fitted effect of over 65% in size
Target sequence (O75874 whole entry R132H, stated change not applied): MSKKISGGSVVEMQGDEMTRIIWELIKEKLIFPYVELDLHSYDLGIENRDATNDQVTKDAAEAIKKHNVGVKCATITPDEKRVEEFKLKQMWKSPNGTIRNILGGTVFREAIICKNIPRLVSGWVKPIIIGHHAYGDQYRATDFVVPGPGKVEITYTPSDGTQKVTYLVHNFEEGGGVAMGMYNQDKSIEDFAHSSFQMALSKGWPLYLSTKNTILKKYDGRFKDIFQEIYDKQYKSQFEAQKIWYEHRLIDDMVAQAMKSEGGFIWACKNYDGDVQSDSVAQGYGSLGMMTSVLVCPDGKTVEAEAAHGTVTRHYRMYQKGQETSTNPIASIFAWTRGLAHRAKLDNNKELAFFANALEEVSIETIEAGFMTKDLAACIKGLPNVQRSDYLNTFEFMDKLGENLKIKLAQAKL
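IDH1-R132H (0.5 ug/mL) preincubated 30 min with compound, then NADPH (0.016 mM) and alpha-KG (2 mM) added; 80 min at RT, pH 7.5. Remaining NADPH coupled via diaphorase/resazurin to fluorescence (540/590 nm); concentration-response curves normalized to no-enzyme control.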
USP1-UAF1 inh – inhibitors of human USP1/UAF1 deubiquitinase. Potency, µM (series often up to 57.1 µM), for the others: at the highest dose activity change, negative = inhibition, usual class: inhibitors. recombinant USP1/UAF1, Ub-Rhodamine cleavage fluorescence. O94782. 390,000 compounds, 0.23% hits; also: potency is read from the fitted curve at half-maximal effect; % is scaled to controls: 0 for no effect and ±100 for the full control effect; nearly all actives have a fitted effect of over 60% in size; inactives centre near -12
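USP1/UAF1 complex (1 nM) preincubated 15 min at room temperature with compound, then Ub-Rho substrate (150 nM final) added. Kinetic fluorescence at 480/540 nm over 6 reads at 60 s intervals; 50 mM HEPES pH 7.8, 0.5 mM EDTA, 0.1 mg/ml BSA, 1 mM TCEP, 0.01% Tween-20.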
D2 ag – agonists of human D2 dopamine receptor; 340,000 compounds, 0.53% hits; HEK293 T-REx D2 cells, calcium flux agonist mode; AID 485358; P14416; activation, % at 2 µM;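 active = activation over 3 SD above normal in the single-dose calcium agonist read, cut at about 30% in these data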; also: 0% is about no effect
Target sequence (P14416 whole entry, looked up): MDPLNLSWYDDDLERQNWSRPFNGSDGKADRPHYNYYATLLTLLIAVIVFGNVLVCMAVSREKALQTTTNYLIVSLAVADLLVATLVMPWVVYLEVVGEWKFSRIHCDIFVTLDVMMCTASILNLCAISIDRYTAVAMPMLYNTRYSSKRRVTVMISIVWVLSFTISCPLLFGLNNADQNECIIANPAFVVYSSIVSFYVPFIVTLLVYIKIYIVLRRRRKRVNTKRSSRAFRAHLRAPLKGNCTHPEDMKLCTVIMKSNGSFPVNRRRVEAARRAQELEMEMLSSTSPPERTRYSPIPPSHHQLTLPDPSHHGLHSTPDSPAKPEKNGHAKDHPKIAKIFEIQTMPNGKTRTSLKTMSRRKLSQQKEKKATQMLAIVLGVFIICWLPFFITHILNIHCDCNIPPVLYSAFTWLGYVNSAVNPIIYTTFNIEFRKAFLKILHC
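Tetracycline-induced HEK293 Trex cells with D2 receptor force-coupled to calcium signaling, plated overnight at 30 C and loaded with no-wash calcium dye. Calcium flux read kinetically for 180 s after compound addition; responses flag agonists.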
PI4K2A block – PI4K2A (human) kinase inhibition; Q9BTU6; purified PI4K2A, ADP-Glo luminescence, 1 h; hits give low values; activity change, negative = inhibition, % at 76.9 µM; 420,000 compounds, 0.13% hits; AID 1346378; in the data active = activity change below about -50%; inconclusive = mostly about -30% to -49%;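 also: -100% = wells without enzyme as full effect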
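Compounds are screened against recombinant PI4K2A using PI as substrate and ATP, the latter dispensed at 300 microM. Reactions run one hour at ambient temperature before ADP-Glo detection; full inhibition defined by wells lacking enzyme.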
TRHR ag – activates the human TRH receptor. P34981. activation, % at 2 µM. TRHR cells, calcium flux fluo-8, FDSS agonist mode. 360,000 compounds, 0.18% hits; in the data active = activation above about 30%; also: 0% is about no effect
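TRHR-expressing cells, plated overnight in medium with 10% serum, were loaded with fluo-8 calcium dye at room temperature. After a 10 s baseline, library compound was pin-added and calcium release was recorded kinetically (ex 480/em 530) as agonist response.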
rTrxR1 inhibitor – rat TrxR1 inhibition; O89049; recombinant rTrxR1, NADPH fluorescence consumption, selenite substrate; Potency, µM (highest dose often 114 µM), for inactives: at the top dose activity change, negative = inhibition, usual class: inhibitors; 390,000 compounds, 1% hits; AID 588453; also: potency is read from the fitted curve at half-maximal effect; % is scaled to controls: 0 for no effect and ±100 for the full control effect; nearly all actives have a fitted effect of over 65% in size
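Rat TrxR1 (90 nM in the dispensed reagent) was pre-reduced with 400 uM NADPH for 5 min at room temperature, then incubated with compound for 15 min. After 400 uM selenite was added, NADPH fluorescence (Ex 340/Em 450 nm) was followed for 8 min.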
D2 antag – antagonists of human D2 dopamine receptor; inhibition, % at 10 µM; 340,000 compounds, 2% hits; HEK293 TREx D2 cells, calcium flux, dopamine EC80; in the data active = inhibition above about 30%; also: 0% is about no effect
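Compounds are added to dye-loaded, induced HEK293 T-REx cells coupled to calcium release via D2; after a 3 min kinetic read an EC80 dopamine stimulus is given and fluorescence is recorded for 3 more min.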
* = called active by the depositor; ? = inconclusive; / = not tested or not shown; & = joins results of further samples; [ ] = another dose, or the depositor's remark. Unless noted, calls follow the shape of the dose curve; as a rule, active = well fitted inhibition curve with a large enough effect; inconclusive = small, poorly fitted or top-dose-only effect; inactive = no such curve, though single readings can be large or run the other way. This is a random part of the collection; about 3.9% have a hit in one of these screens.

SMILES	TrxR1 substrate	TRHR enhancer	IDH1 R132H inh	USP1-UAF1 inh	D2 ag	PI4K2A block	TRHR ag	rTrxR1 inhibitor	D2 antag
CC(=O)CCc1ccc(OCC(O)CNCCOc2ccc(C)cc2)cc1 (stereo not given)	9%[57.1 µM]	22	4%	-20%	66*	-4	1.0	22%[57.1 µM]	61*
CCN(CC)CCNC(=O)c1ccc(NS(=O)(=O)c2ccc3c(c2)OCCO3)cc1	9%[57.1 µM]	-1	0%	-11%	0.1	0	1.5	15%[57.1 µM]	2
Cc1cc(=O)oc2ccc(OC(C)C(=O)O)cc12 (stereo not given)	31%[activator]	2	3%	-2%	1.5	2	0.5	-14%	-15
CCCCn1c(N)c(N(CCOC)C(=O)COC(=O)c2ccccc2OCC)c(=O)[nH]c1=O	-8%	4	1%	-8%	1.1	4	1.0	-10%	2
Cc1ccc(Oc2ccc(S(=O)(=O)NCC(C)(C)N3CCOCC3)cc2)cc1	-10%	10	6%	-19%	0.3	-5	2.0	20%[0.0914 µM]	5
Cc1cc(Nc2ccc(C)c(Br)c2)n2nc(C)nc2n1	6%[57.1 µM]	1	2%	-20%	0.1	2	-0.7	10%[57.1 µM]	-1
Cc1ccc(S(=O)(=O)N(CC(=O)NC2CCCCCC2)c2ccccc2F)cc1	3%	-8	2%	-5%	/	2	0.6	12%	/
Cc1c(C(=O)Nc2ccc(C(C)C)cc2)sc2nc[nH]c(=O)c12	-3%[57.1 µM]	1	-12%	-10%	/	-1	-0.1	19%[57.1 µM]	/
O=C(NCc1cccnc1)c1ccc(Cl)c(S(=O)(=O)Nc2ccccc2C(=O)NCc2cccnc2)c1	1%[57.1 µM]	2	0%	-18%	3.5	-1	0.2	3%[57.1 µM]	-2
CC(C)c1ccc(NC(=O)C(Cc2ccccc2)NS(=O)(=O)c2ccc3c(c2)oc(=O)n3C)cc1 (stereo not given)	2%	-4	1%	-21%	/	6	0.9	7%	/
O=C(NC(=S)NC1CCSC1=O)c1ccccc1Cl (stereo not given)	4%	3	2%	-16%	0.8	-8	0.8	17%	-1
Cc1c(C(=O)N2CCCCCC2)c(S(=O)(=O)NCc2ccc(Br)cc2)c(C)n1C	-1%[57.1 µM]	-6	17%	7%	1.0	0	0.0	15%[57.1 µM]	/
CCCCCCCCCCCCCCCC[N+](C)(C)CCN(Cc1ccc(OC)cc1)c1ncccn1	-3%	2	5%	?	0.0	-1&1	0.0	1%	11
Cc1c(Cc2ccccc2)c(=O)oc2c(C)c(OC(C)C(=O)N[C@@H](Cc3ccccc3)C(=O)O)ccc12 (stereo not given in full)	62%[activator]	0	-7%	-5%	-0.5	2	0.4	-20%	-3
O=C(/C=C/c1ccc(Cl)cc1Cl)NC(=S)Nc1ccccn1	-3%[57.1 µM]	1	5%	-11%	0.6	-4	0.7	12%[57.1 µM]	0
COc1cccc2sc(N(Cc3cccnc3)C(=O)c3ccc(S(=O)(=O)N(C)C)cc3)nc12	4%[57.1 µM]	-6	-3%	5%	0.8	-1	0.0	23%[57.1 µM]	/
COc1cccc(N2CCN(C(=O)CN3C(=O)NC4(CCCC4)C3=O)CC2)c1	-7%	-3	7%	-14%	0.2	3	0.3	-12%	-16
CCOc1cc(C(=O)Nc2ncccn2)cc(OCC)c1OCC	8%	12	6%	-2%	/	-11	-0.6	7%	/
C=C(C)c1cccc(C(C)(C)NC(=O)Nc2ccccc2OCC)c1	-16%	-7	9%	-15%	-0.1	4	-0.6	-16%	-2
C/C(N)=C(/C#N)C(=O)COC(=O)CNC(=O)c1ccc(Cl)cc1Cl	5%[57.1 µM]	2	2%	-20%	-0.2	3	0.3	13%[57.1 µM]	7
Cc1ccc(CNC(=O)c2cc3c(=O)n(Cc4cccnc4)ccc3nc2C)cc1	22%[57.1 µM]	-2	-17%	-15%	-0.1	0	-0.1	17%[57.1 µM]	/
CC(Oc1ccccc1)C(=O)Nc1c2c(nn1-c1ccccc1)CS(=O)(=O)C2 (stereo not given)	-13%	-3	2%	-11%	0.5	5	-0.1	-13%	14
COc1cccc(CN2CC(C(=O)NCc3cnn(C)c3)CCC2=O)c1 (stereo not given)	2%	5	3%	-13%	0.3	-2	1.1	10%	7
CCn1cnc2cc(NCc3ccc(OC)cc3)ccc21	18%	-3	2%	-3%	-0.9	-3	-0.1	3%	2
Cc1c(C(=O)NCc2ccc(F)cc2)sc2nc(-c3ccccc3)cn12	4%[57.1 µM]	4	-11%	10%	0.6	-1	0.0	11%[57.1 µM]	/

2 of these compounds, reformatted.
> CC(=O)CCc1ccc(OCC(O)CNCCOc2ccc(C)cc2)cc1 (stereo not given)
  TrxR1 substrate: 9%[57.1 µM]
  TRHR enhancer: 22
  IDH1 R132H inh: 4%
  USP1-UAF1 inh: -20%
  D2 ag: 66*
  PI4K2A block: -4
  TRHR ag: 1.0
  rTrxR1 inhibitor: 22%[57.1 µM]
  D2 antag: 61*

> Cc1c(C(=O)NCc2ccc(F)cc2)sc2nc(-c3ccccc3)cn12
  TrxR1 substrate: 4%[57.1 µM]
  TRHR enhancer: 4
  IDH1 R132H inh: -11%
  USP1-UAF1 inh: 10%
  D2 ag: 0.6
  PI4K2A block: -1
  TRHR ag: 0.0
  rTrxR1 inhibitor: 11%[57.1 µM]
  D2 antag: /

Other compounds follow.
SMILES	TrxR1 substrate	TRHR enhancer	IDH1 R132H inh	USP1-UAF1 inh	D2 ag	PI4K2A block	TRHR ag	rTrxR1 inhibitor	D2 antag
Fc1ccc2c(c1)-c1c(cnc3cc(-c4ccc(Cl)cc4)nn13)CO2	12%[11.4 µM]	2	1%	-15%	-0.4	-2	1.9	26%	/
CCOC(=O)c1cccc(NC(=O)CN2C(=O)C3C4C=CC(C4)C3C2=O)c1 (stereo not given)	0%	0	-2%	-5%	-1.1	0	-1.2	9%	8
CC1CCc2ccccc2N1C(=N)N(C)C (stereo not given)	-9%	1	2%	-6%	0.8	6	0.4	15%[57.1 µM]	0
CNC(=O)/C(C#N)=C/c1ccc(-c2ccc(OC)cc2[N+](=O)[O-])o1	-15%	7	2%	-9%	-0.8	4	-0.9	-30%	-12
Cc1cccc(NC(=O)CSc2nc(N)c(NC(=O)c3ccccc3F)c(=O)[nH]2)c1	-4%	2	2%	-20%	0.4	2	-0.9	2%	-8
CC1CCCC(C)N1CCNC(=O)Nc1ccc(Cl)cc1 (stereo not given)	6%	1	7%	-16%	1.8	-1	0.7	11%	13
Cc1cc(C)n(/C(=C\N(C)C)C(=O)c2ccc(Cl)cc2)n1	-5%	-5	0%	-14%	-0.2	-4	0.2	-7%	-16
Cc1ccc(C(=O)N/N=C2\CCc3ccccc32)c(C)c1	-6%	10	4%	-2%	-0.6	1	-0.2	1%	12
CC1CCC/C(=N\Nc2ccc(Cl)c(C(=O)O)c2)C1 (stereo not given)	4%[57.1 µM]	0	6%	-11%	-0.4	4	0.3	0%[57.1 µM]	-14
Cc1nnc2ccc(N3CCN(c4cccc(C(F)(F)F)c4)CC3)nn12	7%	9	4%	2%	-0.9	-7	-1.7	29%	-7
Cc1ccccc1NC(=O)COC(=O)c1c[nH]c(=O)[nH]c1=O	5%	4	-2%	6%	0.1	-4	-0.1	9%[57.1 µM]	3
CCOP(=O)(OCC)/C(=C/N1CCCCC1)NC(=O)c1ccccc1	10%[11.4 µM]	-4	21%	-21%	0.0	2	0.2	24%[11.4 µM]	5
CC(=O)Nc1ccc(S(=O)(=O)Nc2nc(C)cc(-n3nc(C)cc3C)n2)cc1	-6%	0	7%	-8%	-0.1	2	-0.1	-9%	16
Nc1nonc1C(=O)NCCNCc1ccccc1OCc1ccccc1F	5%	-6	4%	-18%	0.1	-3	0.0	14%	-25
COc1ccc(CNC(=O)c2c3c(nc4ccccc24)C(=O)N(C2CCCCC2)C3)c(OC)c1	-12%	-1	8%	6%	-0.4	1	0.6	-14%	/
COc1ccc(N2CCN(C(=O)CSc3nnc4nc(C)cc(C)n34)CC2)cc1	4%	/	7%	6%	/	1	/	18%	/
O=C(NCc1ccccc1)c1ccc(CSc2ccccc2)o1	-5%	3	1%	-25%	-1.7	-1	-1.4	15%	-2
CC(OC(=O)CC1CC2CCC1C2)C(=O)Nc1ccc(N2CCOCC2)cc1 (stereo not given)	-3%	8	0%	5%	2.8	-1	4.9	5%	-12
c1cn2cc(CSC3CCCCC3)nc2s1	2%	0	5%	-23%	-0.1	0	-1.0	0%	-2
COc1ccc(-c2nc3scc(-c4ccccc4)n3n2)cc1	-8%	-1	2%	1%	0.3	1	0.1	-20%	-7
COC(=O)C1=C(C(=O)OC)C(c2cc([N+](=O)[O-])ccc2O)c2sc(=O)[nH]c2S1 (stereo not given)	0%	-1	0%	?	1.4	0	0.6	-11%	13
N=c1c(C(=O)NC2CCCC2)cc2c(=O)n3ccccc3nc2n1CCCN1CCOCC1	67%[activator][57.1 µM]	4	-5%	-17%	-3.0	1	-1.1	-47%	-14
CCN(Cc1nc2cc(Cl)ccc2c(=O)[nH]1)C(=O)C1CC(=O)N(c2cccc3ccccc23)C1 (stereo not given)	3%	0	15%	-26%	0.5	-7	0.0	0%	13
COC(=O)[C@H](CCSC)NC(=O)NCCc1ccc(F)cc1	1%	7	0%	-17%	0.7	-4	-0.1	2%	2
CCN1C(=O)c2ccc(C(=O)Nc3nccs3)cc2C1=O	-12%	-1	6%	0%	0.3	1	1.4	-5%	-3
NC(=O)c1cc([N+](=O)[O-])ccc1N1CCCCC1	-6%	-6	-6%	-17%	/	1	0.8	2%	/
CSc1ccc(/C=C(\NC(=O)c2ccc(C)cc2)C(=O)NN)cc1	-7%	-5	-13%	-19%	0.3	2	0.2	7%	-9
Cc1nc(SC(C(=O)c2ccccc2)c2ccccc2)nc2ccccc12 (stereo not given)	-9%	0	1%	-5%	-0.3	-3	0.3	-5%	0
C/C(N)=C(/C#N)C(=O)CSc1cc(C)c2ccccc2n1	2%	1	0%	-11%	0.4	0	-0.1	4%	8

High-throughput results as filed in PubChem.
